Assay outcomes: PubChem, several laboratories
RGS4 pot = potentiators or activators of RGS4 | HEK293 M3R/inducible RGS4, carbachol calcium flux Fluo4; active compounds read low | B-score at 10 µM | 310,000 compounds, 0.92% hits;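 active = B-score of the integrated calcium signal more than 4 SD below the library mean, with starting fluorescence not abnormally high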;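 note: negative B-score means reduced calcium response which marks RGS4 activation or potentiation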
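Material: M3R-expressing HEK293 line, RGS4 induced by doxycycline | Schedule: Overnight RGS4 induction, 30 min dye load 37 °C, 20 min compound RT | Measured by: Fluo4 fluorescence kinetic imaging of calcium | Read-out: Integrated calcium ratio converted to B score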
TRPC6 activator = activators of mouse TRPC6 channel. HEK293-TRPC6 membrane potential dye fluorescence; active compounds read high. B-score at 10 µM. 310,000 compounds, 0.13% hits;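 active = B-score of the integrated fluorescence ratio above library mean plus 3 SD, and starting fluorescence ratio within library mean plus 5 SD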;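 note: higher score means more depolarization so channel activation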
RGS4 inh = human RGS4 inhibition. P49798. 310,000 compounds, 0.45% hits. AID 463165. HEK293 M3R/RGS4 inducible, Fluo-4 calcium flux; active compounds read high; triggered by carbachol at its EC20. B-score at 10 µM;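 active = B-score, a plate-corrected calcium signal, over three deviations above library mean, with baseline fluorescence within five deviations of library mean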;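 note: RGS4 expression induced by doxycycline in cells with stable M3 receptor; B-score is computed from the integrated fluorescence ratio over baseline after carbachol; higher B-score means a larger calcium signal and so more RGS4 inhibition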
MrgX1 agonist = human MrgX1 receptor agonism, primary screen. 310,000 compounds, 0.44% hits. MrgX1-HEK293 cells, Fluo-4 calcium fluorescence, agonist mode; active compounds read high. Q96LB2. B-score at 10 µM;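 active = calcium response B-score plate-corrected fluorescence ratio at least 3 library SD, with starting fluorescence B-score inside 5 SD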
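Test system: Stable human MrgX1 HEK293 cell line | Schedule: Overnight plating before 1 h dye loading | Read-out basis: Baseline-normalised fluorescence change ratio, B-scored | Detection: Kinetic calcium dye fluorescence, Fluo-4 NW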
SKKanGAS inh = SKKanGAS growth inhibition; AID 1662; inhibition, % at 7.5 µM; 300,000 compounds, 1.3% hits; S. pyogenes SKKanGAS, kanamycin growth, BacTiter-Glo, 6 h;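 active = mean replicate score, as percent of positive control median, at least 50; inconclusive = mean below 50 but one replicate at or above 50; inactive = mean and every replicate below 50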;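 note: strain carries kanamycin resistance gene driven by streptokinase promoter and grows in 40 µg/ml kanamycin; loss of luminescence reflects streptokinase promoter inhibition or plain growth inhibition; 0% = median of DMSO wells and 100% = positive control at its reference dose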
TRPC6 inh = mouse TRPC6 channel inhibition; Q61143; HEK293-TRPC6, membrane potential dye, ACh-evoked depolarization; active compounds read low; B-score at 10 µM; 310,000 compounds, 1.1% hits; AID 2553;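 active = B-score under library mean minus 3 SD, initial fluorescence not abnormally high, positive integrated signal ratio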;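 note: B-score derived from integrated fluorescence ratio over the kinetic read; more negative B-score means stronger inhibition of depolarization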
TMEM16A inh = mouse TMEM16A channel inhibition, primary screen; Q8BHY3; HEK293 TMEM16A/YFP iodide influx fluorescence, ionomycin; normalized B-score (activity score, 25-100; higher = stronger inhibition) at 10 µM; 310,000 compounds, 1.2% hits;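 active = ratio plate-corrected score three or more library SD toward inhibition, starting fluorescence score within five deviations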;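 note: score derived from kinetic fluorescence span divided by baseline fluorescence per well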
Target sequence (Q8BHY3 whole entry, looked up): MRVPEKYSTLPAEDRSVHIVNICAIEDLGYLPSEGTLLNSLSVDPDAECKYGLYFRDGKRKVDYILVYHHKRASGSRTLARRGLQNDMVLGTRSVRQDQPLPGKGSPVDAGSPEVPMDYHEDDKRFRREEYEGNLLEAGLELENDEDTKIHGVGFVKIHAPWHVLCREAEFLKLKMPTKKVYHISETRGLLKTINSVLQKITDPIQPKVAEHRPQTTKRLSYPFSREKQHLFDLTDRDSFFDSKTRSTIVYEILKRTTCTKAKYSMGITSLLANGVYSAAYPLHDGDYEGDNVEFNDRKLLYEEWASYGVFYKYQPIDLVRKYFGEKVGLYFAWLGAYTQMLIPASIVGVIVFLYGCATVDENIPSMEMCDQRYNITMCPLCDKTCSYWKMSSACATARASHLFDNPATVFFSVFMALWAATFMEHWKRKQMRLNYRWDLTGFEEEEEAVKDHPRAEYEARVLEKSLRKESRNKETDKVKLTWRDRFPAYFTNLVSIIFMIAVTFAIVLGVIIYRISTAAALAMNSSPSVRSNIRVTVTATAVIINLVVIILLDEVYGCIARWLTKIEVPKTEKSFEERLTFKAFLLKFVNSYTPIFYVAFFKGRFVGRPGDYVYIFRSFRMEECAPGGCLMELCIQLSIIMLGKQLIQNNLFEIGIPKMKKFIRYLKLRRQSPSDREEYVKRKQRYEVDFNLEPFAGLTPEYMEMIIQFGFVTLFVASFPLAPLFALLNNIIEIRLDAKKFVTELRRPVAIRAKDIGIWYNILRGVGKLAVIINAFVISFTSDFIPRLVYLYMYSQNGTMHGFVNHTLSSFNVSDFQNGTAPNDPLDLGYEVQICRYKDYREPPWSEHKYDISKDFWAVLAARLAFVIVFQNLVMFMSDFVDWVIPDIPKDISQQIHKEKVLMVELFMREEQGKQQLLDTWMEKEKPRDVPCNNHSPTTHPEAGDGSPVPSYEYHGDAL
MrgX1 antag = human MrgX1 receptor antagonism, primary screen | 310,000 compounds, 1.3% hits | B-score at 10 µM | Q96LB2 | MRGX1-HEK293 calcium flux, Fluo-4, BAM8-22 antagonism; active compounds read low;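 active = calcium-response B-score plate-corrected more than 3 library SD below zero, starting fluorescence within 5 deviations, no agonist response on first addition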;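 note: peak minus trough fluorescence over baseline after final BAM8-22 challenge near maximal dose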
HDAC3 inhib = blocks human histone deacetylase 3; 320,000 compounds, 0.15% hits; O15379; AID 2718; recombinant HDAC3, fluorogenic peptide/trypsin coupled, fluorescence; inhibition, % at 8.3 µM; in the data active = inhibition above about 26%, passing the limit was not always enough; inconclusive = no clear call, values can overlap the other calls
ANO1 activ = activators or potentiators of mouse TMEM16A chloride channel; HEK293 TMEM16A/YFP-H148Q/I152L, iodide quench fluorescence; active compounds read low; 340,000 compounds, 0.3% hits; B-score at 10 µM; Q8BHY3;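 active = fluorescence-ratio B-score plate-corrected deviation score at least 3 library SD below zero, with starting fluorescence score within 5 deviations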;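 note: channel opened by trigger with iodide after compound preincubation; score built on the fluorescence ratio of max minus min over baseline; more negative score means more quench and so TMEM16A activation or potentiation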
MrgX1 allo act = allosterically activates human MrgX1 receptor signaling. Q96LB2. MrgX1-HEK293, Fluo-4 calcium flux, FDSS; active compounds read high. B-score at 10 µM. 310,000 compounds, 0.63% hits. AID 588675;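 active = plate-corrected calcium response at least 3 library SD above typical, normal starting fluorescence, not activating the receptor alone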;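 note: compound read alongside a low EC10 to EC30 dose of BAM8-22 agonist; peak minus trough fluorescence over baseline measured at the second addition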
Numbers without * were called inactive.

Screening CN(C)Cc1c(O)ccc2c(=O)c(-c3ccccc3Cl)c(C(F)(F)F)oc12 returned RGS4 pot inactive, TRPC6 activator inactive, RGS4 inh inactive, MrgX1 agonist inactive, SKKanGAS inh 3, TRPC6 inh inactive, TMEM16A inh inactive, MrgX1 antag inactive, HDAC3 inhib -2, ANO1 activ inactive and MrgX1 allo act inactive.
`NC(=O)COn1c(SCC(N)=O)nc2ccccc2c1=O` gave RGS4 pot inactive, TRPC6 activator inactive, RGS4 inh inactive, MrgX1 agonist inactive, SKKanGAS inh 0, TRPC6 inh inactive, TMEM16A inh inactive, MrgX1 antag inactive, HDAC3 inhib 1, ANO1 activ inactive and MrgX1 allo act inactive.
`Cc1cc(C)n2nc(NCc3cccc(Br)c3)nc2n1` gave RGS4 pot inactive, TRPC6 activator inactive, RGS4 inh inactive, MrgX1 agonist inactive, SKKanGAS inh -7, TRPC6 inh inactive, TMEM16A inh inactive, MrgX1 antag inactive, HDAC3 inhib -29, ANO1 activ inactive and MrgX1 allo act inactive.
For COc1ccccc1N1CCN(C(=O)c2sc3nc(-c4ccccc4)cn3c2C)CC1 the results were RGS4 pot inactive, TRPC6 activator inactive, RGS4 inh inactive, MrgX1 agonist inactive, SKKanGAS inh 28, TRPC6 inh inactive, TMEM16A inh inactive, MrgX1 antag inactive, HDAC3 inhib 3, ANO1 activ inactive and MrgX1 allo act inactive.
For COc1ccc(-n2cc(C(=O)c3ccccc3O)cn2)cc1 the results were RGS4 pot inactive, TRPC6 activator inactive, RGS4 inh inactive, MrgX1 agonist inactive, SKKanGAS inh 26, TRPC6 inh inactive, TMEM16A inh inactive, MrgX1 antag inactive, HDAC3 inhib 11, ANO1 activ inactive and MrgX1 allo act inactive.
`CSc1nnc(Cn2c(=O)sc3ccccc32)n1C` gave RGS4 pot inactive, TRPC6 activator inactive, RGS4 inh inactive, MrgX1 agonist inactive, SKKanGAS inh -2, TRPC6 inh inactive, TMEM16A inh inactive, MrgX1 antag inactive, HDAC3 inhib -2, ANO1 activ inactive and MrgX1 allo act inactive.
O=C(NCC1CCCO1)/C(=C/c1cn(-c2ccccc2)nc1-c1cccnc1)NC(=O)c1ccccc1 (stereo not drawn) was read as RGS4 pot inactive, TRPC6 activator inactive, RGS4 inh inactive, MrgX1 agonist inactive, SKKanGAS inh -5, TRPC6 inh inactive, TMEM16A inh inactive, MrgX1 antag inactive, HDAC3 inhib inconclusive, ANO1 activ inactive and MrgX1 allo act inactive.
CN(NC(=O)c1ccccc1F)c1ccc([N+](=O)[O-])cn1 was read as RGS4 pot inactive, TRPC6 activator inactive, RGS4 inh inactive, MrgX1 agonist inactive, SKKanGAS inh -4, TRPC6 inh inactive, TMEM16A inh inactive, MrgX1 antag inactive, HDAC3 inhib 7, ANO1 activ inactive and MrgX1 allo act inactive.
For Cc1ccc(S(=O)(=O)NCCC(=O)OCC(=O)N2CCCC2=O)cc1C the results were RGS4 pot inactive, TRPC6 activator inactive, RGS4 inh inactive, MrgX1 agonist inactive, SKKanGAS inh 0, TRPC6 inh inactive, TMEM16A inh inactive, MrgX1 antag inactive, HDAC3 inhib -9, ANO1 activ inactive and MrgX1 allo act inactive.
`CCc1nnc(NS(=O)(=O)c2ccc(NC(=O)/C=C/c3ccc(F)cc3)cc2)s1` gave RGS4 pot inactive, TRPC6 activator inactive, RGS4 inh inactive, MrgX1 agonist inactive, SKKanGAS inh 12, TRPC6 inh inactive, TMEM16A inh inactive, MrgX1 antag inactive, HDAC3 inhib inconclusive, ANO1 activ inactive and MrgX1 allo act inactive.
For CCOC(=O)c1[nH]cnc1C(=O)NCc1ccccc1 the results were RGS4 pot inactive, TRPC6 activator inactive, RGS4 inh inactive, MrgX1 agonist inactive, SKKanGAS inh 41, TRPC6 inh inactive, TMEM16A inh inactive, MrgX1 antag inactive, HDAC3 inhib 2, ANO1 activ inactive and MrgX1 allo act inactive.
For Cc1ccccc1-n1ncc2c(SCC(=O)NCc3cccs3)ncnc21 the results were RGS4 pot inactive, TRPC6 activator inactive, RGS4 inh inactive, MrgX1 agonist inactive, SKKanGAS inh -16, TRPC6 inh inactive, TMEM16A inh inactive, MrgX1 antag inactive, HDAC3 inhib 2, ANO1 activ inactive and MrgX1 allo act inactive.
For CCOc1ccc(C)cc1S(=O)(=O)Nc1cccnc1 the results were RGS4 pot inactive, TRPC6 activator inactive, RGS4 inh inactive, MrgX1 agonist inactive, SKKanGAS inh -5, TRPC6 inh inactive, TMEM16A inh inactive, MrgX1 antag inactive, HDAC3 inhib -6, ANO1 activ inactive and MrgX1 allo act inactive.
`CCc1cc2c(=O)c(-c3nc4ccccc4n3C)c(C)oc2c(CN2CCN(C)CC2)c1O` gave RGS4 pot inactive, TRPC6 activator inactive, RGS4 inh inactive, MrgX1 agonist inactive, SKKanGAS inh -15, TRPC6 inh inactive, TMEM16A inh inactive, MrgX1 antag inactive, HDAC3 inhib -2 and MrgX1 allo act inactive.
Screening OCCCc1nc2ccccc2n1CCc1ccccc1 returned RGS4 pot inactive, TRPC6 activator inactive, RGS4 inh inactive, MrgX1 agonist inactive, SKKanGAS inh -5, TRPC6 inh inactive, TMEM16A inh inactive, MrgX1 antag inactive, HDAC3 inhib 3, ANO1 activ inactive and MrgX1 allo act inactive.
Screening O=C(COc1ncnc2cc([N+](=O)[O-])ccc12)NCc1ccc2c(c1)OCO2 returned RGS4 pot inactive, TRPC6 activator inactive, RGS4 inh inactive, MrgX1 agonist inactive, SKKanGAS inh -2, TRPC6 inh inactive, TMEM16A inh inactive, MrgX1 antag inactive, HDAC3 inhib 3, ANO1 activ inactive and MrgX1 allo act inactive.
Screening C=CCNC(=O)c1sc(=S)n(-c2ccc(C(=O)OCC)cc2)c1N returned RGS4 pot inactive, TRPC6 activator inactive, RGS4 inh inactive, MrgX1 agonist inactive, SKKanGAS inh 0, TRPC6 inh inactive, TMEM16A inh inactive, MrgX1 antag inactive, HDAC3 inhib 0, ANO1 activ inactive and MrgX1 allo act inactive.
`Cc1cc(C)c2c(n1)SCC(=O)N2CC(=O)Nc1ccccc1Cl` gave RGS4 pot inactive, TRPC6 activator inactive, RGS4 inh inactive, MrgX1 agonist inactive, SKKanGAS inh -4, TRPC6 inh inactive, TMEM16A inh inactive, MrgX1 antag inactive, HDAC3 inhib 0, ANO1 activ inactive and MrgX1 allo act inactive.
O=C(COc1ccccc1)N(Cc1cc2ccccc2[nH]c1=O)CC1CCCO1 (stereo not drawn) was read as RGS4 pot inactive, TRPC6 activator inactive, RGS4 inh inactive, MrgX1 agonist inactive, SKKanGAS inh -3, TRPC6 inh inactive, TMEM16A inh inactive, MrgX1 antag inactive, HDAC3 inhib 3, ANO1 activ inactive and MrgX1 allo act inactive.
`Cn1ccnc1Sc1ccccc1[N+](=O)[O-]` gave RGS4 pot inactive, TRPC6 activator inactive, RGS4 inh inactive, MrgX1 agonist inactive, SKKanGAS inh -24, TRPC6 inh inactive, TMEM16A inh inactive, MrgX1 antag inactive, HDAC3 inhib 6, ANO1 activ inactive and MrgX1 allo act inactive.
`O=C(NCc1ccco1)C1CC(c2ccccc2O)=NO1` (stereo not drawn) gave RGS4 pot inactive, TRPC6 activator inactive, RGS4 inh inactive, MrgX1 agonist inactive, SKKanGAS inh 0, TRPC6 inh inactive, TMEM16A inh inactive, MrgX1 antag inactive, HDAC3 inhib 1, ANO1 activ inactive and MrgX1 allo act inactive.
`O=C(O)CCn1c(SCc2cc(=O)n3ccccc3n2)nc2ccsc2c1=O` gave RGS4 pot inactive, TRPC6 activator inactive, RGS4 inh inactive, MrgX1 agonist inactive, SKKanGAS inh -5, TRPC6 inh inactive, TMEM16A inh inactive, MrgX1 antag inactive, HDAC3 inhib 0, ANO1 activ inactive and MrgX1 allo act inactive.
O=C1C(C=NCCCn2ccnc2)=C(O)c2ccccc21 was read as RGS4 pot inactive, TRPC6 activator inactive, RGS4 inh inactive, MrgX1 agonist inactive, SKKanGAS inh -17, TRPC6 inh inactive, TMEM16A inh inactive, MrgX1 antag inactive, HDAC3 inhib 3, ANO1 activ inactive and MrgX1 allo act inactive.
`COc1ncccc1C(=O)N1CCCC(N2CCN(c3ccc(F)cc3)CC2)C1` (stereo not drawn) gave RGS4 pot inactive, TRPC6 activator inactive, RGS4 inh inactive, MrgX1 agonist inactive, SKKanGAS inh -4, TRPC6 inh inactive, TMEM16A inh inactive, MrgX1 antag inactive, HDAC3 inhib -5, ANO1 activ inactive and MrgX1 allo act inactive.
CSCCC1NC(=O)N(CC(=O)Nc2cccc3ccccc23)C1=O (stereo not drawn) was read as RGS4 pot inactive, TRPC6 activator inactive, RGS4 inh inactive, MrgX1 agonist inactive, SKKanGAS inh 6, TRPC6 inh inactive, TMEM16A inh inactive, MrgX1 antag inactive, HDAC3 inhib 10, ANO1 activ inactive and MrgX1 allo act inactive.
Screening Cc1ccc(-n2c(=O)[nH]cc(C(=O)Nc3ccc4c(c3)OCO4)c2=O)cc1C returned RGS4 pot inactive, TRPC6 activator inactive, RGS4 inh inactive, MrgX1 agonist inactive, SKKanGAS inh 5, TRPC6 inh inactive, TMEM16A inh inactive, MrgX1 antag inactive, HDAC3 inhib 7, ANO1 activ inactive and MrgX1 allo act inactive.
CC(C)CC(=O)NC(Nc1ccccc1F)C(Cl)(Cl)Cl (stereo not drawn) was read as RGS4 pot inactive, TRPC6 activator inactive, RGS4 inh inactive, MrgX1 agonist inactive, SKKanGAS inh 2, TRPC6 inh inactive, TMEM16A inh inactive, MrgX1 antag inactive, HDAC3 inhib 1, ANO1 activ inactive and MrgX1 allo act inactive.
CCCCc1nc2cc(C(=O)NCCc3c(C)n[nH]c3C)ccc2o1 was read as RGS4 pot inactive, TRPC6 activator inactive, RGS4 inh inactive, MrgX1 agonist inactive, SKKanGAS inh -3, TRPC6 inh inactive, TMEM16A inh inactive, MrgX1 antag inactive, HDAC3 inhib -11, ANO1 activ inactive and MrgX1 allo act inactive.
Screening CC1Cc2ccccc2N1C(=O)CCS(=O)(=O)c1cccc2nonc12 (stereo not drawn) returned RGS4 pot inactive, TRPC6 activator inactive, RGS4 inh inactive, MrgX1 agonist inactive, SKKanGAS inh 7, TRPC6 inh inactive, TMEM16A inh inactive, MrgX1 antag inactive, HDAC3 inhib -3, ANO1 activ inactive and MrgX1 allo act inactive.
